Screening data deposited in PubChem by several laboratories.
RAM inhibit: inhibitors of the yeast RAM network, primary screen, dse1pr::URA3 reporter, 5-FOA selection; S. cerevisiae dse1pr::URA3 reporter, 5-FOA growth OD615, 2 d; analog-sensitive cbk1-as2 kinase mutant strain; inhibition, % at 50 µM; hit rate 1.8% among 190,000;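 active = inhibition above a set limit, 3 SD over mean compound inhibition, cut at about 8.4% in these data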;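 note: 0% = DMSO-only wells with no growth and 100% = 10 µM 1-NA-PP1 full growth; inhibition rescues growth on 5-FOA so higher OD means more RAM inhibition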
PMI act: activators of human PMI, primary screen, biochemical, fluorescence intensity, near-Km mannose 6-phosphate; Mannose-6-phosphate isomerase (Homo sapiens), P34949; purified human PMI, coupled resazurin fluorescence, 20 min; hits give high values; 1 = vehicle control, 0 substrate-free wells; activation factor at 20 µM; hit rate 0.005% among 190,000;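 active = activation factor of 2 or more at 20 µM, relative to plate controls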
Target sequence (P34949 whole entry, looked up): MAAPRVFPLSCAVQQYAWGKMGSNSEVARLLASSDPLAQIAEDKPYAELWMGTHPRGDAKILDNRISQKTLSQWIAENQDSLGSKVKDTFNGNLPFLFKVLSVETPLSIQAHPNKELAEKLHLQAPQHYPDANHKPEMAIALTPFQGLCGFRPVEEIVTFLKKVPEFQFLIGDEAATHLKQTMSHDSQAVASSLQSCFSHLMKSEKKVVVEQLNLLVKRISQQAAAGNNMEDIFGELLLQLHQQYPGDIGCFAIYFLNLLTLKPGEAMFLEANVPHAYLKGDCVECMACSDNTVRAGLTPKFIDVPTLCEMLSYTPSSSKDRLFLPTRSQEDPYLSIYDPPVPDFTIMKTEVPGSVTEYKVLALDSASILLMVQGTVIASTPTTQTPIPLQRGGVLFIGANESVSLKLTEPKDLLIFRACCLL
Efa HMGR inh: inhibitors of E. faecalis class II HMGR, primary screen, biochemical, Enterococcus faecalis. HMG-CoA reductase (Enterococcus faecalis, mvaE). purified E. faecalis HMGR, NADPH absorbance 340 nm kinetic. inhibition, % at 10 µM. hit rate 0.41% among 190,000;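 active = inhibition above a set limit, the median over all tested compounds plus 3 SD, cut at about 9.5% in these data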;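 note: enzyme runs in reverse so mevalonate oxidation gives rising NADPH absorbance; 0% = complete reaction with DMSO and 100% = background rate lacking mevalonate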
Hsp70 act: Hsp70 transcriptional activators, primary screen, cell-based, HeLa, Hsp70 promoter luciferase, luminescence, 10 µM. AID 1203, 2008. hit rate 0.04% among 200,000. activation, % at 10 µM. HeLa Hsp70 promoter luciferase reporter; scaled: vehicle 0, proteasome-inhibitor control 100%;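 active = activation above the mean across all tested compounds plus 3 SD, cutoff set per campaign, cut at about 5.5% in these data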;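 note: 100% = MG132 at 30 µM as the positive control and 0% = DMSO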
TNAP inh hi DEA: human TNAP enzyme inhibitors, primary screen, biochemical, luminescent, high phosphate acceptor level, uHTS. AID 1135, 2008. hit rate 0.03% among 200,000. inhibition, % at 20 µM. purified TNAP, CDP-star luminescence, 1 M DEA. Alkaline phosphatase, tissue-nonspecific isozyme (Homo sapiens), P05186;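 active = over 50% inhibition of tissue-nonspecific alkaline phosphatase at 20 µM in the single-dose screen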;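 note: plate controls were DMSO wells for no effect and EDTA-quenched wells as full inhibition for full effect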
S1P3 antagonist: S1P3 receptor antagonists, primary screen, cell-based. CHO S1P3 NFAT-BLA reporter, FRET fluorescence, antagonist mode. Sphingosine 1-phosphate receptor 3 (Homo sapiens), Q99500. inhibition, % at 4.98 µM. AID 485, 2006. hit rate 0.27% among 170,000;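 active = inhibition above the plate cutoff, the mean inhibition of test wells on that plate plus 3 SD, cut at about 28% in these data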;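 note: cells challenged with S1P at its EC80 of 0.8 µM; blue over green emission ratio from cleaved BLA substrate after 4 h stimulation; 0% = S1P-stimulated wells and 100% = unstimulated DMSO-only wells; some compounds past the cut are filed as inactive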
Target sequence (Q99500 whole entry, looked up): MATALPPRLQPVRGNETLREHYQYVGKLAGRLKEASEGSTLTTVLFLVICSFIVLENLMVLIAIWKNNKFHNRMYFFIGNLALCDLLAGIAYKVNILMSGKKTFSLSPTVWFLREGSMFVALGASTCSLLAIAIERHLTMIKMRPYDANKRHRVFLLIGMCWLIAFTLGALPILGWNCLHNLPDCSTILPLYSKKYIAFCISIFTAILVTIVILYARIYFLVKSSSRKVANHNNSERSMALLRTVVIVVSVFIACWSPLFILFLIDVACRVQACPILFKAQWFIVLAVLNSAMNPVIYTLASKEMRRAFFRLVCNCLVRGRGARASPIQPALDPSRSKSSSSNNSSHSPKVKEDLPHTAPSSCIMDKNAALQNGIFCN
L major viab: Leishmania major promastigote growth inhibition, primary screen; Leishmania major promastigotes, resazurin fluorescence viability; inhibition, % at 10 µM; hit rate 9% among 200,000; AID 1063, 2008; in the data active = inhibition above about 50%;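 note: promastigotes grown with compound for 44 hours at 28 °C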
TNAP inh no acc: human TNAP enzyme inhibitors, primary screen, biochemical, luminescent, no phosphate acceptor, uHTS | purified TNAP, CDP-star luminescence, 30 min | inhibition, % at 20 µM | hit rate 0.26% among 200,000;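 active = tissue-nonspecific alkaline phosphatase inhibition above about 50% at 20 µM in the single-dose screen, limit read from the data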;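 note: 0% = DMSO negative control and 100% = EDTA positive control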
PMI act hi M6P: human PMI activators, high substrate, primary screen, biochemical, fluorescence intensity, near-saturating mannose 6-phosphate; AID 1216, 2008; coupled PMI enzyme assay, resazurin fluorescence, 20 min; hits give high values; 1 = untreated enzyme, 0 = substrate-free blank; Mannose-6-phosphate isomerase (Homo sapiens), P34949; hit rate 0.34% among 190,000; activation factor at 20 µM;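 active = activation factor of 2 or more at 20 µM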
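Material: human phosphomannose isomerase with PGI, G6PDH, diaphorase coupling enzymes. Quantity: 15 ng/mL PMI. Medium: HEPES pH 7.4 buffer with MgCl2 and Tween-20. Reagent: Near-saturating mannose-6-phosphate, 1.0 mM. Compound: 20 µM single dose. Times: enzyme reaction with compound 20 min at room temperature. Detection: resorufin fluorescence at Ex 544/Em 590 nm.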
Redox H2O2 prof: compounds producing H2O2 with reducing agent – biochemical, NIH compound library profiling, artefact control for MLSCN library redox annotation, primary screen. DTT-dependent redox cycling H2O2, phenol red/HRP absorbance; 100% = 100 µM peroxide control, 0% = buffer. activation, % at 10 µM. hit rate 0.03% among 200,000;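 active = activation of at least 50% relative to the plate's high and low controls in the primary single-dose screen; inactive = activation below 50%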;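 note: compound incubated with DTT at 0.8 mM final as the reducing agent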
The depositor's hits bear a star; . = no result given.

SMILES | RAM inhibit | PMI act | Efa HMGR inh | Hsp70 act | TNAP inh hi DEA | S1P3 antagonist | L major viab | TNAP inh no acc | PMI act hi M6P | Redox H2O2 prof
COc1ccc(CNC(=O)CN(Cc2ccc(Cl)cc2)S(=O)(=O)c2ccccc2)cc1 | 8.6* | 0.8 | -1 | 0.0 | -1 | . | 12 | -4 | 0.9 | 0.0
CCC(Oc1ccc(C)c(C)c1)C(=O)O (stereo unspecified) | 0.3 | 0.8 | -2 | -0.3 | -5 | 9 | -13 | -14 | 0.9 | 2.5
O=C(c1cccc(N2C(=O)C3CC=CCC3C2=O)c1)N1CCCCCC1 (stereo unspecified) | 0.3 | 1.3 | 8 | -0.3 | -5 | -2 | 0 | -16 | 1.2 | -2.5
COc1ccc(S(=O)(=O)N(CC(=O)N2CCOCC2)Cc2ccccc2)cc1 | 0.1 | 1 | -2 | -0.2 | 0 | . | 0 | -8 | 1 | 0.3
CCOC(=O)c1cccc(NC(=O)CN(C)S(=O)(=O)c2cnc[nH]2)c1 | 0.3 | 0.9 | 1 | 0.0 | -5 | 12 | 5 | -4 | 0.9 | -0.2
Cc1nc2ccc3nc(NC(=O)C4COc5ccccc5O4)sc3c2s1 (stereo unspecified) | 3.4 | 0.9 | -6 | -0.3 | -1 | -7 | 11 | -10 | 0.9 | 0.1
Cc1ccc(Cn2c(=O)sc3ccccc3c2=O)cc1 | 5.3 | 0.8 | 0 | -0.3 | 3 | . | -6 | -6 | 0.9 | 0.0
COCCN(C(=S)Nc1c(C)cc(C)cc1C)C(C)c1cccs1 (stereo unspecified) | 2.1 | 1 | 5 | -0.5 | -2 | -4 | 98* | -10 | 1 | -0.1
CC1(C)Cc2nc3sc4c(N5CCCC5)nnnc4c3cc2CO1 | -0.3 | . | -2 | -0.3 | -2 | -8 | 8 | -13 | . | -0.6
CCCN1C(=O)/C(=C/c2c(NCCCOCC)nc3c(C)cccn3c2=O)SC1=S | 1.9 | 1 | 1 | -0.3 | 1 | . | -4 | 13 | 0.8 | -0.8
COc1cc(OC)c(OC)cc1/C=N/N(C)c1ccccc1 | 0.9 | 1 | 1 | -0.3 | -1 | . | 4 | -13 | 1 | -18
O=C(CSc1nnc2scc(-c3ccccc3)n12)c1ccc2c(c1)OCCO2 | 3.4 | 1 | 4 | -0.1 | -6 | -9 | -1 | -16 | 1 | -2.5
Cc1cccc(-n2c(=O)[nH]c3c(C(N)=O)nc(CC(C)C)nc32)c1 | 1.6 | 1 | 3 | 0.0 | 2 | -34 | 50* | -108 | 0.9 | 0.3
COc1ccc(S(=O)(=O)Nc2c(F)cccc2F)cc1 | 2.7 | 0.9 | -3 | -0.1 | -6 | -10 | -7 | -10 | 1 | -0.1
CCO[C@@H]1OC(C(=O)N2CCCCCCC2)=C[C@H](c2ccc(C(F)(F)F)cc2)[C@H]1CCCO | 0.1 | 0.9 | -6 | -0.4 | -7 | 4 | -2 | -3 | 1 | 0.8
Nc1c(C(=O)Nc2ccc(Cl)cc2)oc2ccccc12 | 1.8 | 0.9 | 4 | 0.1 | -1 | -6 | 30 | -9 | 0.9 | -0.4
COc1ccc(C2C(C(=O)N3CCOCC3)CCC(=O)N2c2ccc(OC)cc2)cc1 (stereo unspecified) | 1.4 | 1.1 | -1 | -0.3 | -6 | -4 | 0 | -3 | 1.1 | 1.8
O=C(NCc1ccc(Cl)cc1)c1cc([N+](=O)[O-])ccc1Cl | 3.0 | 1.1 | -8 | -0.3 | -4 | -13 | -9 | -8 | 1.1 | -1.0
COCCNC(=O)C(=O)N/N=C/c1ccc(C(=O)OC)cc1 | -0.5 | 1 | 0 | -0.1 | -4 | -8 | 0 | -6 | 0.9 | -0.1
O=C(C1=C[C@@H](c2ccc3c(c2)OCO3)C[C@@H](OCCCCO)O1)N1CCN(Cc2ccc3c(c2)OCO3)CC1 | 0.5 | 0.9 | -1 | -0.2 | -2 | -14 | 23 | -5 | 0.9 | -0.8
O=C(COC(=O)CC1CC2CCC1C2)Nc1c(F)cccc1F (stereo unspecified) | -0.6 | 1.1 | -3 | -0.1 | -4 | -4 | 3 | -7 | 1.1 | -0.3
CCOc1cc(N2CCOCC2)c(OCC)cc1NC(=O)c1c(-c2ccccc2Cl)noc1C | 0.7 | 0.9 | 2 | -0.3 | -2 | -7 | 17 | -9 | 0.6 | -0.5
CCOc1cc(C)c(Cl)cc1S(=O)(=O)NC1CC(C)(C)NC(C)(C)C1 | 0.8 | 1 | 1 | 0.1 | -1 | 0 | 46 | -8 | 1 | 0.4
CCCn1nc(NS(=O)(=O)c2ccccc2)c2cc3cc(C)ccc3nc21 | 2.3 | 1.1 | -2 | -0.4 | 2 | -1 | -5 | -4 | 1.1 | 0.5
O=C(Nc1ccc(-n2cnnn2)cc1)C(c1ccccc1)c1ccccc1 | 3.2 | 1 | 0 | -0.3 | -2 | -18 | 7 | -4 | 0.9 | -0.4

A second format for 2 compounds above:
Below each SMILES: RAM inhibit | PMI act | Efa HMGR inh | Hsp70 act | TNAP inh hi DEA | S1P3 antagonist | L major viab | TNAP inh no acc | PMI act hi M6P | Redox H2O2 prof
CCCN1C(=O)/C(=C/c2c(NCCCOCC)nc3c(C)cccn3c2=O)SC1=S
 : 1.9 | 1 | 1 | -0.3 | 1 | . | -4 | 13 | 0.8 | -0.8
COc1cc(OC)c(OC)cc1/C=N/N(C)c1ccccc1
 : 0.9 | 1 | 1 | -0.3 | -1 | . | 4 | -13 | 1 | -18

The list continues:
SMILES | RAM inhibit | PMI act | Efa HMGR inh | Hsp70 act | TNAP inh hi DEA | S1P3 antagonist | L major viab | TNAP inh no acc | PMI act hi M6P | Redox H2O2 prof
Cc1csc(NC(=O)c2cc3c(s2)CCCC3)n1 | -0.9 | 0.9 | 0 | -0.4 | -8 | . | 96* | -14 | 0.9 | 0.2
Cc1cc(NC(=O)Cn2c(=O)c3c(ncn3CC(C)C)n(Cc3ccccc3)c2=O)no1 | 1.1 | 0.9 | 0 | 0.6 | -2 | 2 | -8 | -6 | 0.9 | -0.5
Cc1ccc2[nH]c(=O)c(CNC(C)C)cc2c1 | 1.5 | 0.9 | 2 | -0.2 | 5 | -4 | -2 | 2 | 0.8 | 2.4
Cn1cnnc1Sc1ccc(C(=O)OCC(=O)Nc2ccccc2)cc1[N+](=O)[O-] | 2.0 | 0.8 | 0 | -0.3 | 2 | -14 | -5 | -5 | 0.9 | -0.3
Cn1c(SCC(=O)N2CCN(c3ccccc3)CC2)nnc1-c1ccco1 | 5.5 | 1 | -7 | 0.0 | -1 | . | 8 | -8 | 0.9 | 1.0
O=C(CC(=O)NC1CCCCC1)N/N=C/c1ccccc1F | 1.0 | 1.1 | -4 | -0.2 | -7 | -29 | 5 | -17 | 1 | -0.1
CC(NC(=S)NCCc1ccccc1)C(c1cccs1)N1CCN(Cc2ccccc2)CC1 (stereo unspecified) | -0.1 | 1 | 5 | -0.3 | -37 | -2 | 97* | -181 | 1 | 0.4
CCOC(=O)c1c(/N=C/c2ccccc2O)sc2c1CCC2 | 1.1 | 0.9 | 0 | -0.5 | 3 | -10 | -1 | -12 | 0.9 | 0.4
C=CCOc1ccc(C(=O)NC2CCCCC2)cc1 | 2.0 | 1.1 | 1 | -0.3 | -6 | . | 0 | -8 | 1.1 | 0.1
CCOC(=O)N1CCN(c2nc3ccccc3nc2C(C#N)S(=O)(=O)c2ccc(C)cc2)CC1 (stereo unspecified) | 4.4 | 1.2 | 5 | -0.1 | -1 | -26 | -4 | -11 | 1.7 | 0.7
Cc1cccc(N2C(N)=C(C#N)C(C#N)(C#N)C2c2ccccc2)c1 (stereo unspecified) | 0.3 | 0.8 | -1 | -0.3 | -3 | -22 | 9 | -7 | 0.8 | 3.6
Cc1cccc(NC(=O)C2CCN(S(=O)(=O)c3c(C)noc3/C=C/c3ccco3)CC2)n1 | 1.2 | 1 | 0 | -0.3 | -4 | -9 | 99* | -5 | 1 | 0.3
O=C(Nc1nnc(-c2cccs2)s1)C1CC1 | 3.9 | 1 | -3 | 0.1 | -6 | -21 | 3 | -11 | 1 | 0.3
CC1=C(C(=O)Nc2ccc(Cl)cc2)C2(CCCCC2)C(C(N)=O)C(=S)N1 (stereo unspecified) | -0.4 | 1 | -3 | -0.1 | 3 | -4 | 11 | -2 | 1 | -0.2
O=C(OCc1nnc(-c2ccccc2)o1)c1ccc(CO)cc1 | 0.1 | 1 | -1 | 0.0 | -5 | -3 | -4 | -7 | 1.1 | -1.3
Cc1ccc(N(CC(=O)NN=C2CCN(C)CC2)S(=O)(=O)c2ccc(C)cc2)cc1 | 0.3 | 1.1 | 2 | -0.2 | -2 | -7 | 1 | -13 | 1.1 | -0.5
COC(=O)c1cc(Br)ccc1OC(=O)c1cccnc1 | -0.6 | 0.9 | -3 | -0.2 | -4 | -21 | -5 | -9 | 0.9 | 0.3
Cc1cccc(OCC(=O)O/N=C(\N)Cc2ccc([N+](=O)[O-])cc2)c1 | 18* | 1 | 1 | -0.1 | -3 | -4 | -4 | 1 | 1 | -0.9
COc1cccc(CNC(=O)CCNS(=O)(=O)c2cccs2)c1 | 0.7 | 1 | -2 | -0.3 | 4 | . | -7 | 1 | 1 | -0.1
COCCSc1nnc(NC(=O)C2CC(=O)N(c3ccc(Cl)cc3)C2)s1 (stereo unspecified) | -1.0 | 1.5 | -3 | -0.2 | -4 | -20 | -5 | -14 | 1.5 | 0.1
C1CCc2c(nnc3c2-c2nonc2CC3)C1 | 0.6 | 1.4 | -4 | -0.7 | -4 | -23 | -4 | -7 | 1.4 | -3.2
CC1CCN(C(=O)C(C)Sc2nc(-c3ccccc3)cc(C(F)(F)F)n2)CC1 (stereo unspecified) | 8.8* | 0.9 | -5 | 0.7 | -2 | . | 13 | -3 | 0.9 | 2.0
Cc1ccc(Sc2ncnc(N)c2[N+](=O)[O-])cc1 | 5.8 | 1 | 1 | -0.1 | 2 | -11 | 2 | -12 | 1 | 0.4
Cc1nnc(NC(=O)CSc2nc3ccccc3o2)s1 | 0.7 | 1 | -1 | -0.4 | -3 | . | -8 | -6 | 0.9 | -0.6
COc1cccc(NC(=S)N(Cc2ccccn2)Cc2ccccc2Cl)c1 | -0.7 | 1 | -9 | -0.2 | 1 | 14 | 62* | -17 | 1 | -1.6
CCCCOc1ccc(/C=N/NC(=O)c2csc(C)c2C)cc1 | -0.9 | 0.9 | -2 | -0.1 | -2 | . | -11 | -12 | 1 | -0.1

Rows are unselected; 12% or so of the library scored in one or more.
